CCT modulator: changes cytosolic chaperonin activity; AID 651819; activity change, % (concentration not given with the values), hits read low; hit rate 0.3% among 360,000; purified chaperonin ATPase assay, HTRF ADP detection, 30 min; in the data active = activity change below about -30%; note: % is set by controls: 0 for no effect and ±100 for the full control effect
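ATPase activity: ADP formed was measured by HTRF Transcreener (665/615 nm ratio) after 30 min at 37 deg C with 10 uM ATP. Compounds screened at one 76 uM concentration against 40 or 20 nM TRiC in Tris pH 7.4/KCl/MgCl2/DTT buffer.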
EPAC1 antagonist: antagonists of human EPAC1; Potency, µM (top dose mostly 115 µM), for inactives: at the top dose activity change, negative = inhibition, usual class: inhibitors; hit rate 0.14% among 360,000; EPAC1 GEF assay, Rap1b-BODIPY-GDP exchange fluorescence; AID 720709;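 note: potency is the fitted concentration of half-maximal effect; plate controls were vehicle for no effect and positive control for full effect; nearly all actives have a fitted effect of over 50% in size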
WRN inhibitor: inhibitors of human WRN helicase; Q14191; WRN helicase unwinding, fluorescent forked duplex, kinetic; Potency, µM (series often up to 114 µM), inactives show at the highest dose activity change, negative = inhibition, most hits filed as inhibitors; AID 651768; hit rate 0.46% among 360,000; note: potency is the fitted concentration of half-maximal effect; % is set by controls: 0 for no effect and ±100 for the full control effect; nearly all actives have a fitted effect of over 55% in size
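WRN at 20 nM final preincubated with compound 15 min at room temperature; reaction started with 100 nM fluorophore/quencher forked duplex oligonucleotide and 2 mM ATP final. Unwinding followed kinetically by red fluorescence (ex 525, em 598 nm).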
EPAC1 ag: agonists of human EPAC1; hit rate 0.073% among 360,000; EPAC1 agonist qHTS, biochemical assay; response scale: 100% = response to 6.5 mM cAMP; Potency, µM (series often up to 154 µM), for the others: at the top dose activation, hits mostly activators; note: potency is the fitted concentration of half-maximal effect; nearly all actives have a fitted effect of over 60% in size
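Multi-concentration qHTS readout: loss of Rap1B-bound BODIPY-GDP fluorescence driven by 100 nM EPAC1 with excess GDP (50 uM), monitored kinetically at room temperature; agonist response expressed relative to 6.5 mM cAMP.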
MmCpn inh: inhibitors of Methanococcus maripaludis chaperonin (MmCpn). AID 504842. purified Mm-Cpn ATPase, ADP Transcreener TR-FRET. hit rate 0.031% among 330,000. Potency, µM (doses to about 76.9 µM), for the others: at the top dose activity, negative = inhibition, actives largely listed as inhibitors; note: potency is the fitted concentration of half-maximal effect; % is set by controls: 0 for no effect and ±100 for the full control effect; nearly all actives have a fitted effect of over 80% in size
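Inhibition of chaperonin ATP hydrolysis is measured as reduced ADP production, detected by competitive TR-FRET in which signal falls with ADP. Final enzyme 25 nM and ATP 10 uM, reacted 30 min at 37°C.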
PI5P4K alpha inh: blocks human PI5P4K alpha kinase activity; hit rate 1.2% among 330,000; PI5P4Kalpha enzyme, ADP-Glo luminescence, 60 min; active compounds read low; max response, %; active = max response of -50% or lower; inconclusive = between -30% and -50%; inactive = -30% or higher; note: value at the top dose of about 77 µM; % is set by controls: 0 for no effect and ±100 for the full control effect
Target sequence (P48426 whole entry, looked up): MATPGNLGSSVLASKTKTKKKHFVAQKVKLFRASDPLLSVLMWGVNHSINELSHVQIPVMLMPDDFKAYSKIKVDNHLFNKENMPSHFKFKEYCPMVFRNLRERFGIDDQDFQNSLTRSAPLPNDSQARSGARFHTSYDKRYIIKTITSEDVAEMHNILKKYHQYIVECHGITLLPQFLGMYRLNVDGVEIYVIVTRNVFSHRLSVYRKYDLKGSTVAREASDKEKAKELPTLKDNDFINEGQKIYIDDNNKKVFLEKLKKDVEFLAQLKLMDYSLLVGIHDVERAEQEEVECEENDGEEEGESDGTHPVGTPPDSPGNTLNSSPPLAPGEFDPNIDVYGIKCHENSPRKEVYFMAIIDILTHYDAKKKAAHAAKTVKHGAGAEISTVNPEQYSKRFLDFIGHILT
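Enzyme plus substrate dispensed, test compounds pinned in, then ATP (5 microM final) added. After 60 min at RT, ADP-Glo reagent 1 for 45 min and reagent 2 for 30 min preceded luminescence imaging.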
PLK1 PBD block: blocks phosphopeptide binding to human PLK1 polo-box domain | P53350 | Plk1 PBD binding of FITC phosphopeptide, fluorescence polarization | Potency, µM, inactives show max response, negative = inhibition, most hits filed as inhibitors | hit rate 2.8% among 360,000 | AID 720504; note: potency is the fitted concentration of half-maximal effect; series mostly up to about 57 µM; % is set by controls: 0 for no effect and ±100 for the full control effect; nearly all actives have a fitted effect of over 65% in size
Target sequence (P53350 whole entry, looked up, the tested form may be a part): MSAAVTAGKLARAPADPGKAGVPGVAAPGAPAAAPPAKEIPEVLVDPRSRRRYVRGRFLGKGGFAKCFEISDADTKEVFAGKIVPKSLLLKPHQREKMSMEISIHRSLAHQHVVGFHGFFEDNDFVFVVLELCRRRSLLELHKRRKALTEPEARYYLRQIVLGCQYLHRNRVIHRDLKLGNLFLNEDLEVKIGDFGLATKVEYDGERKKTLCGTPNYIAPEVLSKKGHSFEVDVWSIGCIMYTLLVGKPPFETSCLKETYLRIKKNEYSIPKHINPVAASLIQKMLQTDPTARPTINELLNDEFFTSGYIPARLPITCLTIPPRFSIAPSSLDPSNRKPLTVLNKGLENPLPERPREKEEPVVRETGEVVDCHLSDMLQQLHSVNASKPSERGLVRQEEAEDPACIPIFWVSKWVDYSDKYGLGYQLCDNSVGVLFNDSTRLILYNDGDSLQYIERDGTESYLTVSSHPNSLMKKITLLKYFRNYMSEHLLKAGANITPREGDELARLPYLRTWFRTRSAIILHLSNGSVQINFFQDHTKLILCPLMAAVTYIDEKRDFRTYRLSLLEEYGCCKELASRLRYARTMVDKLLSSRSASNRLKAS
EPAC2 antag: EPAC2 (human) antagonism | Q8WZA2 | EPAC2 GEF exchange of Rap1B-BODIPY-GDP, fluorescence | Potency, µM (top dose mostly 114 µM), for inactives: at the highest dose activity, negative = inhibition, usual class: inhibitors | hit rate 0.18% among 360,000; note: potency is the fitted concentration of half-maximal effect; % is set by controls: 0 for no effect and ±100 for the full control effect; nearly all actives have a fitted effect of over 45% in size; many of its hits are not listed in these tables
Starred values were filed as active, the others as inactive; ? = inconclusive; / = not tested or not shown; [ ] = dose if it differs, or a comment. Unless noted, calls come from the whole dose curve; as a rule, active = well fitted curve in the direction sought with a large enough effect; inconclusive = small, poorly fitted or top-dose-only effect, or another doubt; inactive = no such curve, though single readings can be large; an effect the other way counts as inactive or inconclusive.

Each structure is followed by: CCT modulator	EPAC1 antagonist	WRN inhibitor	EPAC1 ag	MmCpn inh	PI5P4K alpha inh	PLK1 PBD block	EPAC2 antag
1: CC[C@@H](C)[C@H](NC(=O)Cc1c(C)c2c(cc(C)c3c(C)c(C)oc32)oc1=O)C(=O)O
  -3.1	-3%	-4%	-5%	-3%	1	-19%	-13%
2: COc1ccc(S(=O)(=O)NC(C)C(=O)NCc2ccc3c(c2)OCO3)cc1OC (centres undefined)
  -3.8	12%	0%	-5%	1%	0	-10%	3%
3: COc1ccc(/C=C(/CC(=O)Nc2ccc(C)cc2)c2nc3ccccc3s2)cc1
  -0.9	-8%	-13%	-2%	-1%	-7	-3%	3%
4: O=C(Nc1ccc(Oc2ccccc2)cc1)c1csc([C@@H]2C[C@H](O)[C@@H](CO)O2)n1
  -6.2	-13%	3%	-6%	/	3	-12%	-10%
5: CCOc1cc(C=O)ccc1OCc1cc(=O)n2cc(C)ccc2n1
  -17	5%	-6%	11%	2%	-7	-8%	-6%
6: NS(=O)(=O)c1ccc(NC(=O)COC(=O)CCc2ccc(S(=O)(=O)N3CCOCC3)cc2)cc1
  -0.2	13%	8%	-12%	-1%	0	0%	8%
7: Cc1nnc(OCc2nc3ccccc3n2C)c2ccccc12
  0.4	-12%	-35%[57.1 µM]	4%	0%	2	-18%	2%
8: Cc1ccc2[nH]c(C)c(CCNC(=O)C3CCCCC3C(=O)OCC(F)(F)F)c2c1 (centres undefined)
  -0.2	-17%	-4%	-9%	-2%	-3	?	-11%
9: Cn1c(=O)c2cc(S(=O)(=O)NCCC(=O)NCCc3ccc(Cl)cc3)ccc2n(C)c1=O
  -3.4	-14%	-9%	1%	0%	/	-7%	8%
10: COC(=O)CSC1=C(C#N)C(=O)NC(c2ccccc2)S1 (centres undefined)
  -1.2	-9%	-1%	8%	-1%	-56*	?	-2%
11: COc1ccc([C@H]2C[C@@H](O)[C@H](n3cc(C4CC4)nn3)CN2C(=O)c2cccs2)cc1
  -0.6	0%	0%	-1%	/	8	-4%	7%
12: CCn1cc(C(=O)N2CCCCC2)c(=O)c2cc(S(=O)(=O)N3CCC(C)CC3)ccc21
  -1.1	-5%	5%	0%	1%	/	-3%	1%
13: Cc1ccc(S(=O)(=O)NNC(=O)Nc2ccc(Cl)cc2)cc1
  1.4	-8%	-10%	-9%	0%	1	4%	17%
14: COc1ccc(CCN2CC(C(=O)NCCN3CCNC3=O)CCC2=O)cc1 (centres undefined)
  -0.3	23%	5%	13%	0%	-1	-9%	7%
15: CCC1COC(c2cccn2Cc2ccccc2Cl)=N1 (centres undefined)
  0.2	-5%	0%	-2%	-5%	5	?	?
16: CC(C)OCCCNC(=O)c1sc(=S)n(C)c1N
  -0.1	-5%	-3%	4%	-2%	-6	30µM*	7%
17: CN(c1ccc2nc3ccccc3c(=O)n2n1)C1CCCCC1
  0.1	7%	-9%	-11%	-3%	-5	-5%	-8%
18: O=C(Cn1ccc([N+](=O)[O-])n1)NCc1ccccc1
  -1.8	-13%	-2%	8%	/	2	-3%	-2%
19: O=C(Nc1cc2c(cc1Cl)OCCCO2)c1ccccc1
  -2.1	-4%	2%	2%	1%	1	1%	0%
20: O=C(CSc1nc2ccc(Cl)cc2[nH]1)c1ccc2c(c1)OCO2
  -2.0	6%	3%	-4%	2%	/	-3%	10%
21: COC(=O)c1ccc(NC(=S)NC2CCCCC2)cc1
  -1.6	2%	10%	5%	2%	/	-7%	-1%
22: O=C(NCc1cccnc1)c1cccc(S(=O)(=O)NCc2ccccc2)c1
  -0.5	12%	-5%	-3%	-2%	11	-3%	13%
23: Cc1c(NC(=O)CN2C(=O)c3ccccc3C2=O)c(=O)n(-c2ccccc2)n1C
  -2.5	7%	4%	-12%	-1%	-1	-2%	18%
24: CCCCC(=O)Nc1ccc(NC(=O)c2cc(OC)c(OC)c(OC)c2)cn1
  -3.3	10%	6%	0%	1%	5	-7%	-2%
25: COc1ccc2c(C)cc(SCC(=O)NCC3CCCO3)nc2c1 (centres undefined)
  -1.2	-7%	6%	5%	0%	1	-11%	-26%
26: Cc1ccnc(NC(=O)c2ccc3c(c2)C(=O)N(CC(C)C)C3=O)c1
  -1.7	8%	3%	3%	-4%	-5	-7%	-9%
27: CSc1nc(C)cc(OCNC(=O)c2cccs2)n1
  -1.5	-9%	1%	2%	2%	8	-7%	5%
28: O=C(C[n+]1cccc(NC(=O)c2ccccc2)c1)c1cccc([N+](=O)[O-])c1
  1.4	-22%	-1%	2%	2%	-5	-11%	4%
29: CCC[C@@H](CN1CCC[C@H]1CN1C(N)=NC[C@@H]1Cc1ccccc1)N1C[C@@H]([C@H](C)CC)N(CCCC2CCCC2)C1=N
  1.6	-8%	-22%	-11%	0%	-87*	-14%	-3%
30: CCOc1ccc(Cl)cc1C1=CC(=O)C[C@H](c2ccc(OC)cc2)C1
  -0.5	-18%	-5%	11%	2%	2	-1%	?
31: CC(C)(C)c1ccc(Oc2ccc(N)cc2)cc1
  -9.8	-13%	3%	6%	1%	4	-11%	?
32: CCc1ccccc1NC(=S)N(Cc1cccc(C)c1)c1cccnc1
  -2.8	-7%	-1%	-10%	2%	-2	-8%	-4%
33: O=C(O)c1cc(-c2ccco2)nc2cc3ccccc3cc12
  -1.1	-3%	?	9%	1%	?	?	-2%
34: c1ccc(-c2cnnc(SCc3cn4cccnc4n3)n2)cc1
  -2.7	-15%	-1%	-4%	2%	-14	-6%	1%[57.1 µM]
35: COc1ccc(/C=N/n2cnnc2SCc2ccc(OC)cc2)cc1
  -1.3	-8%	1%	2%	0%	-5	-8%	-5%
36: COc1cc(/C=N/NC(=O)C(C)Nc2n[nH]c(=O)[nH]c2=O)ccc1O (centres undefined)
  -2.4	-2%	-3%	1%	2%	-4	-1%	0%
37: c1coc(CSCc2cn3cccnc3n2)c1
  -1.0	9%	-2%	3%	1%	-9	-1%	-4%
38: COc1cccc(CN2CCC(C(=O)NC(c3ccc4c(c3)OCO4)c3ccccn3)CC2)c1 (centres undefined)
  1.1	11%	-3%	2%	/	-3	1%	15%
39: COc1ccc(CCNC(=O)C2CC(c3cc(C(F)(F)F)cc(C(F)(F)F)c3)=NO2)cc1 (centres undefined)
  -1.1	-19%	-2%	-24%	1%	12	-3%	-13%
40: COc1ccc(CC(=O)N2CCC(c3ccccc3)C2)cc1 (centres undefined)
  1.6	-29%	-1%[57.1 µM]	3%	0%	1	-2%	3%
41: CSc1ncccc1C(=O)Nc1ccc(S(=O)(=O)NC2=NCCCCC2)cc1
  0.7	-2%	-10%	4%	1%	4	4%	4%
42: CCOC(=O)c1cc([N+](=O)[O-])sc1NC(=O)CC
  0.1	-22%	3%	-2%	-2%	9	-4%	-3%
43: COc1cc(C(=O)NC2CC2)cc(OC)c1OC
  0.3	-2%	-16%	6%	/	-4	-12%	6%
44: CC(Oc1ccc2c3c(c(=O)oc2c1)CCCC3)C(=O)NCC(O)c1ccccc1 (centres undefined)
  0.5	-12%	-1%	-4%	-2%	4	8%	19%
45: Cc1ccc(-n2nnnc2-c2cnn(-c3ccc(F)cc3)c2C(F)(F)F)cc1
  -0.4	-2%	-5%	-1%	1%	5	-5%	-4%
46: CCc1nc2ccc(C(=O)Nc3ccc(Cl)c(Cl)c3)cn2c1N(C)Cc1ccc(OC)cc1
  -1.7	-8%	-7%	19%	/	1	-11%	12%
47: O=C1NCC2=C1C(c1ccccc1)Nc1ccccc1N2 (centres undefined)
  -2.7	20%	?	-1%	1%[15.4 µM]	/	-16%	-2%
48: Cc1nn(C(=O)c2cccnc2)c(C)c1Sc1ccc(Br)cc1
  0.5	4%	-4%	7%	2%	/	0%	-16%
49: CCc1ccccc1NC(=O)Nc1ccc2c(c1)OCO2
  2.0	-11%	1%	9%	2%	-2	-4%	4%
50: CCOC(=O)NCN1C(=O)C2C3C=CC(C3)C2C1=O (centres undefined)
  1.7	-2%	-12%	-4%	-1%	6	-4%	12%
51: COC(=O)c1c(C)oc2cc(Br)c(OCC(=O)C(C)(C)C)cc12
  0.4	0%	1%	6%	0%	0	-2%	0%
52: CN(C)CCCN(C(=O)c1ccco1)c1nc2c(F)cccc2s1
  -2.2	-16%	17%	-5%	1%	-10	-9%	12%
53: CC1Cc2cc(S(=O)(=O)CCC(=O)NC3CCCCC3)ccc2N1C(=O)C1CC1 (centres undefined)
  0.9	-16%	3%	7%	-3%	1	1%	0%
54: Cc1ccc(C2=NNC(=O)C(c3ccc(Cl)cc3)C2)cc1 (centres undefined)
  -0.9	-16%	-9%	27%	-10%	3	-5%	-7%
55: CN(Cc1cnn(C)c1)Cc1nc(COc2ccccc2)no1
  -0.3	8%	11%	1%	-1%	-7	?	8%
56: CCOc1ccc(C2NC(=O)c3sc(=S)n(-c4ccccc4)c3N2)cc1 (centres undefined)
  -2.1	-24%	-2%	-1%	-1%	-9	?	-4%
57: Cc1cccc(N2CCN(C(=O)c3cn4ccccc4n3)CC2C)c1 (centres undefined)
  -4.5	7%	-8%	8%	-2%	1	-9%	-1%
58: O=C(Cc1cccc([N+](=O)[O-])c1)Nc1ccc(C(=O)N2CCOCC2)cc1
  -1.0	4%	7%	4%	0%	7	-8%	2%
59: Cc1nn(-c2ccccc2)c(C)c1/C=N/NC(=O)c1cc(C2CC2)[nH]n1
  0.3	-21%	-21%	1%	1%	0	-3%	0%

One compound at a time, from the list above. Order of values: CCT modulator, EPAC1 antagonist, WRN inhibitor, EPAC1 ag, MmCpn inh, PI5P4K alpha inh, PLK1 PBD block, EPAC2 antag
Shown for CN(C)CCCN(C(=O)c1ccco1)c1nc2c(F)cccc2s1 : -2.2, -16%, 17%, -5%, 1%, -10, -9%, 12%
Shown for O=C(Cc1cccc([N+](=O)[O-])c1)Nc1ccc(C(=O)N2CCOCC2)cc1 : -1.0, 4%, 7%, 4%, 0%, 7, -8%, 2%

Only part of the results is shown; the hit share may differ from the screen's.
